Keap1 Nrf2 FP: disrupts human Keap1 binding to Nrf2 peptide; Keap1 Kelch-Nrf2 peptide fluorescence polarization, 1536-well; inhibition, % at 9.4 µM; 340,000 compounds, 0.15% hits; in the data active means inhibition above about 12%;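 further: human Keap1 Kelch domain with fluorescein labeled Nrf2 9mer peptide probe; 0% = neutral control wells and 100% = peptide positive control; higher means more block of Keap1 binding to Nrf2 peptide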
Target sequence (Q14145 whole entry, looked up, the tested form may be a part): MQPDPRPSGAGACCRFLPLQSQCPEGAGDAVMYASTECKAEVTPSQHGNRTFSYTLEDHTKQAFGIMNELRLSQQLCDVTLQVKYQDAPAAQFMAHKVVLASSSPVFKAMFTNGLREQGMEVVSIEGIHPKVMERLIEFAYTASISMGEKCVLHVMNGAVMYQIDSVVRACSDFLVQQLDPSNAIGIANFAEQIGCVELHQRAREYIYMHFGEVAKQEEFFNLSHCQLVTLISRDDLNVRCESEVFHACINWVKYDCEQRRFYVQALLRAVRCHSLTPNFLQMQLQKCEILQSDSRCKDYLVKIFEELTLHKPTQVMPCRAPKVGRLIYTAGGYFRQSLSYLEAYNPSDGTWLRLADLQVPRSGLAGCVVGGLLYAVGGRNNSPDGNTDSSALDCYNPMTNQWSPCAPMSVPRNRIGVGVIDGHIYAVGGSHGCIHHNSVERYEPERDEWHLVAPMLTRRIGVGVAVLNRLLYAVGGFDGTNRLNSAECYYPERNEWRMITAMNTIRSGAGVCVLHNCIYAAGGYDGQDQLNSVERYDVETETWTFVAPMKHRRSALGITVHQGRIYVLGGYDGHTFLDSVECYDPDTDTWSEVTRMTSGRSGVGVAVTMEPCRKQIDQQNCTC
OPRM1-OPRD1 inv: inverse agonist of human OPRM1-OPRD1 heterodimerization | 340,000 compounds, 0.21% hits | cell-based MOR-DOR heterodimer luminescence, inverse agonism | AID 504357 | P35372+P41143 | inhibition, % at 9.3 µM; in the data active means inhibition above about 22%, passing the limit was not always enough;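 further: 0% = cells with DMSO and 100% = wells without cells with DMSO; values of inactives mirror those of a sister screen read the other way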
MOR-DOR ag: OPRM1-OPRD1 heterodimerization agonism. P35372+P41143. cells, luminescence. activation, % at 9.3 µM. 340,000 compounds, 0.3% hits. AID 504326; in the data active means activation above about 18%;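 further: 0% = vehicle-treated cells and 100% = reference agonist; values of inactives mirror those of a sister screen read the other way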
HTR5A ag ctr: activates human HTR5A in OPRM1-OPRD1 agonist counter-screen. P47898. HTR5A agonist assay, luminescence, cell-based. activation, % at 9.3 µM. 340,000 compounds, 0.61% hits. AID 504692; in the data active means activation mostly above about 9.5%, no sharp cut-off; inactive means mostly below about 7.6%;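 further: 0% = cells with vehicle only and 100% = reference agonist; strong numbers were not always called active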
Cardiac RTF inh: cardiac RTF calcium desensitization | 340,000 compounds, 0.12% hits | inhibition, % at 7.15 µM | IANBD-labeled cardiac RTF, Ca2+ fluorescence | AID 493244;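 active means inhibition above the mean inhibition of all tested compounds plus 3 SD, cut at about 17% in these data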;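 further: assay run at fixed EC70 calcium of 1.6 mM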
HTR5A inv ag: inverse agonist of human HTR5A in OPRM1-OPRD1 counter-screen | HTR5A cell line, luminescence, inverse agonism | 340,000 compounds, 0.083% hits | inhibition, % at 9.3 µM | P47898; in the data active means inhibition mostly above about 23%, no sharp cut-off; inactive means mostly below about 18%;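 further: 0% = cells with DMSO and 100% = no-cell wells with DMSO; some compounds called inactive have numbers as strong as hits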
RTF Ca sens act: increases calcium sensitivity of human cardiac regulated thin filaments; P19429+P45379; IANBD-labeled TnC RTF fluorescence at EC20 calcium; 0% EC20 calcium, 100% full calcium; activation, % at 7.2 µM; 340,000 compounds, 0.24% hits; AID 493008;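 active means activation above the mean over all tested compounds plus 3 SD, cut at about 30% in these data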;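 further: rise in fluorescence read as greater calcium sensitivity of cardiac thin filaments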
CAL PDZ FP: inhibitors of human CAL PDZ peptide binding | Q9HD26 | purified CAL PDZ, TMR-peptide fluorescence polarization, 1 h | inhibition, % at 24.9 µM | 300,000 compounds, 0.92% hits | AID 602252;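 active means mean inhibition of at least 30% with at least half of replicates also reaching 30%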;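 further: 0% = DMSO neutral control and 100% = excess unlabeled competitor peptide PRC23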
C-LANA FP: blocks KSHV LANA C-terminal domain binding to DNA; 340,000 compounds, 0.078% hits; MBP-C-LANA/FAM-LBS DNA binding, fluorescence polarization; inhibition, % at 9 µM; AID 504423;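 active means highest replicate inhibition at or above 60% at 9 µM, even if other replicates fall short; inactive means all replicates below 60% inhibition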;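 further: 0% = neutral control wells and 100% = 4 µM acridine orange control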
V-ATPase pHluor: alters yeast V-ATPase proton transport | AID 504577 | S. cerevisiae, pHLuorin cytosolic pH fluorescence | 350,000 compounds, 0.37% hits | response, % at 10 µM; in the data active means response mostly above about 7.3%, no sharp cut-off; inactive means mostly below about 5.4%; further: actives read high; inactives centre near 0; some compounds called inactive have numbers as strong as hits; reference of the scale not given here
Starred values were filed as active, the others as inactive; . = not tested or not shown.

smiles	Keap1 Nrf2 FP	OPRM1-OPRD1 inv	MOR-DOR ag	HTR5A ag ctr	Cardiac RTF inh	HTR5A inv ag	RTF Ca sens act	CAL PDZ FP	C-LANA FP	V-ATPase pHluor
COc1ccc(Cl)cc1NC(=O)CN1C(=O)CC(C)S(=O)(=O)c2ccccc21 (stereo unspecified)	-4	-2	0.5	0	-17	-6	5	.	2.6	1
CCOC(=O)c1c(-c2ccc(C)cc2)csc1NC(=S)NC(=O)c1ccccc1	8	3	-0.5	1	13	21	1	-3	0.2	-2
CCCCOc1ccc(/C=N/NC(=O)c2nnn(-c3nonc3N)c2C)cc1	-4	11	-2.2	3	-13	-12	1	-1	0.2	0
COc1cc(OC)cc(C(=O)N/N=C(\C)CC(=O)Nc2ccccn2)c1	-1	15	-2.7	7	-9	-18	-2	-7	-1.1	3
COC(=O)c1c(NC(=O)c2ccc([N+](=O)[O-])o2)sc2c1CCN(C(C)C)C2	-9	-4	0.7	4	-2	-14	2	-4	-3.3	-1
CC1(C)CCSC(/C=C/c2ccccc2)=N1	-3	1	-0.1	1	0	-5	0	76*	2.5	-3
CCCCC(=O)N/N=C/c1cc([N+](=O)[O-])ccc1N1CCOCC1	-6	4	-0.7	2	12	-2	4	-2	-0.3	6
O=C1C=C(O)C(n2cncn2)C(c2ccc3c(c2)OCO3)C1 (stereo unspecified)	0	14	-3.0	-2	-2	-6	-1	-9	0.0	-2
CCc1ccc(OCc2nnc(SCc3ccc(C(=O)O)cc3)o2)cc1	4	18	-3.8	-8	-7	-22	-2	-4	-4.0	0
O=C(C1CCC(=O)N(C2CC2)C1)N1CCN(c2ccccc2Cl)CC1 (stereo unspecified)	-2	16	-3.0	0	-11	0	5	0	0.1	-3
CCOc1ccc(C(=O)NCC(=O)OCC(=O)Nc2nnc(-c3ccccc3)o2)cc1	0	7	-1.7	-4	-5	9	0	8	-1.1	-1
N#Cc1nc(COc2ccccc2F)oc1NCc1ccc(F)cc1	-5	-38	6.8	5	-4	-13	0	.	-0.8	-1
CCOc1ccc(C(C)NC(=O)Nc2ccc(F)cc2F)cc1 (stereo unspecified)	1	13	-2.5	3	1	-14	-3	-3	0.9	3
CC(C)c1ccc(NC(=O)C2C3C=CC4(O3)C2C(=O)N(CCN2CCOCC2)C4C(=O)NC2CCCCC2)cc1 (stereo unspecified)	9	-15	1.8	2	-9	-6	-3	1	-0.3	0
CC(=O)c1ccccc1OC(=O)c1ccco1	3	2	-0.3	-1	-5	1	3	-1	-1.0	-4
COc1ccccc1NS(=O)(=O)c1cccc(C(=O)NNC(=O)c2ccc(=O)[nH]c2)c1	-3	-1	0.3	-4	-13	10	3	-7	-2.1	-1
CCCCN1C(=O)C(NC(C)=O)c2ccccc21 (stereo unspecified)	3	8	-1.2	-3	-4	-11	-5	-4	0.8	-3
C/C(=N/NC(=O)Cc1cccs1)c1ccco1	-2	10	-1.9	0	7	0	1	-3	-1.4	2
CC(O/N=C\c1ccccc1O)C(=O)Nc1ccccc1C(=O)N1CCOCC1 (stereo unspecified)	-9	4	-0.6	2	-26	-14	4	-5	0.9	-5
C(#Cc1ccccc1)CN1CCCCC1	0	13	-2.4	-1	-8	2	6	-1	-0.3	1
O=C(COC(=O)COc1ccc(Cl)cc1Br)NC1CCCCCC1	-5	-47	11	6	0	-14	-3	10	-1.0	3
Cc1ccc(-c2nn3c(C)nnc3c3ccccc23)cc1S(=O)(=O)N(C)CCO	-5	13	-2.2	1	-2	3	3	-8	1.9	1
O=C(CNc1ccc(Cl)cc1)c1ccc(Br)cc1	-5	-1	0.2	1	5	-2	7	-4	-0.9	0
CC(=O)N/C(=C\c1cccc([N+](=O)[O-])c1)C(=O)NC1CCCCC1	-1	16	-2.9	-4	8	36	1	4	1.1	1
CCC(C)c1ccc(NC(=O)COC(=O)c2nc3nccc(C)n3n2)cc1 (stereo unspecified)	-6	8	-1.7	8	-10	-7	1	.	0.6	2
CCOC(=O)c1c(C)sc2c1N(C(C)=O)c1cc(Cl)ccc1S2	0	-14	2.9	0	-5	-1	-1	-2	0.1	-1
O=C(Nc1cccc(-c2nc3ccccc3s2)c1)c1ccc2c(c1)OCO2	-6	-14	2.4	9	-2	-25	3	-2	0.2	-1
OC(CCCCN1CCCCC1)c1ccccc1 (stereo unspecified)	-2	0	0.1	4	-6	-10	3	.	-0.1	5
CN(CCC#N)C(=O)CSc1nc2scc(-c3ccccc3)c2c(=O)[nH]1	-5	12	-2.5	1	-22	19	8	-2	1.4	2
CCC(=O)c1c[nH]c(C(=O)NCc2cccs2)c1	0	11	-2.1	3	1	-10	-4	0	-0.2	-1
Cc1cc(C)cc(N2C(=O)CC(Sc3ncn[nH]3)C2=O)c1 (stereo unspecified)	-4	1	-0.2	7	-8	6	1	-2	-1.5	3
Nc1nonc1C(=O)N/N=C/c1ccc(Br)o1	-6	15	-2.9	4	-3	0	-1	2	-0.9	-2
COc1ccc(C(=O)O/N=C(\N)c2ccc(OC)c(OC)c2)c(OC)c1	-2	-14	3.2	-4	-1	12	-2	0	-0.7	-1
Cc1ccc(S(=O)(=O)/N=C(\CSC(N)=O)Nc2ccccc2)cc1	-6	11	-1.8	1	1	2	-4	-1	-1.2	-5
N#Cc1cccc(S(=O)(=O)NCC(=O)NCc2ccc3c(c2)OCO3)c1	-4	8	-1.9	2	-15	-4	-2	-6	-0.9	2
c1ccc(-c2cn3nc(-c4ccccc4)cnc3n2)cc1	-2	3	-0.6	1	3	1	3	-3	-3.6	-9
COc1cc(O)c(C(=O)CC(=O)c2ccncc2)c(OC)c1	-7	16	-3.3	-4	-5	18	-1	-4	0.0	0
COc1ccc(OC)c(NC(=O)c2[nH]c(C)c(C(C)=O)c2C)c1	-6	11	-2.2	-7	-2	4	3	0	-2.2	5
O=C(CSc1nncs1)Nc1ccc2c(c1)OCCO2	-2	18	-3.9	3	0	2	-4	12	.	-2
Cc1ccc2c(c1)nnn2C1CCN(C(=O)Nc2ccccc2C)CC1	0	14	-2.4	-1	-5	2	7	-4	-0.5	-3
COc1c(C)cccc1C(=O)Nc1ccc(N2CCN(C(=O)c3ccccc3C)CC2)cc1	2	4	-0.5	-6	-12	-24	5	1	-1.3	-2
O=C(COC(=O)CNC(=O)c1ccccc1)NCCNC(=O)COC(=O)CNC(=O)c1ccccc1	-3	-1	0.2	5	-1	-13	3	0	1.4	4
CCc1c(C)nc(N)nc1OCC(F)(F)C(F)F	-4	0	0.0	2	-9	-9	-2	-4	-0.4	2
CCCCOc1c(Cl)cc(C(=O)N(C)CC(=O)Nc2ccc(N3CCOCC3)cc2)cc1OCC	4	-5	0.9	4	-1	-2	0	0	0.7	0
CCN(CC)S(=O)(=O)c1ccc(OC)c(NC(=S)Nc2ccc(C)c(C)c2)c1	-2	2	-0.4	-2	-10	6	4	-13	-3.0	-1
CCS(=O)(=O)Nc1ccc(Cc2ccncc2)cc1	-2	12	-2.1	-2	-5	13	6	-16	-1.1	-8
CCOC(=O)CNC(=O)Cn1cnc2c(oc3ccccc32)c1=O	-3	15	-3.0	3	-8	1	0	.	0.2	4
CCC(C)NCCOCCOc1ccc(C)cc1Br (stereo unspecified)	0	7	-1.3	3	-2	6	-9	7	1.2	36*
O=C(NCc1ccc(F)cc1)C(=O)Nc1nc(C23CC4CC(CC(C4)C2)C3)cs1	1	-4	0.7	8	6	-20	0	9	0.9	3
COC(=O)CNC(=O)Cc1c(C)n(C(=O)c2ccc(Cl)cc2)c2ccc(OC)cc12	-3	9	-1.7	3	-4	-24	-4	-3	0.7	-2

Following part.
smiles	Keap1 Nrf2 FP	OPRM1-OPRD1 inv	MOR-DOR ag	HTR5A ag ctr	Cardiac RTF inh	HTR5A inv ag	RTF Ca sens act	CAL PDZ FP	C-LANA FP	V-ATPase pHluor
COc1ccc(/C=C2\CN(Cc3ccccc3)C/C(=C\c3ccc(OC)cc3OC)C2=O)c(OC)c1	2	-5	0.9	0	-1	-13	0	-2	1.4	0
Cc1ccc(C(=O)N2CCc3ccccc32)cc1NC(=O)c1ccco1	-6	19	-4.0	-6	-1	15	14	-4	2.6	3
CC(C)CCc1c(O)nc(SCC(C)C)[nH]c1=O	-2	16	-3.0	1	13	-3	-3	5	-1.2	-2
O=C(O)c1cccc(-n2cccc2/C=C2\SC(=O)N(Cc3ccccc3F)C2=O)c1	-9	-4	0.7	-1	0	13	3	-5	7.0	-2
COc1ccccc1CCNC(=O)C1CCC(=O)N(Cc2ccccc2OC)C1 (stereo unspecified)	3	-9	1.6	6	-7	-11	-5	-1	-1.4	-5
Cc1ccc(S(=O)(=O)NCC(=O)OCC(=O)N2CCN(C(=O)c3ccco3)CC2)cc1C	-7	-7	1.4	2	-11	-6	-2	9	0.1	-6
O=C(/C=C\c1cccs1)N1CCN(Cc2ccc3c(c2)OCO3)CC1	-3	10	-1.9	-1	-10	4	0	0	-0.7	0
N#CCCN1CCN(S(=O)(=O)c2ccc(S(=O)(=O)NC3CCCC3)cc2)CC1	1	12	-2.4	3	-9	-10	4	.	-1.1	0
O=C1Nc2cc(C(=O)NCCCN3CCOCC3)ccc2S/C1=C/c1cccc(Cl)c1	-5	-19	3.8	1	-6	-3	0	-3	2.0	1
